ERAP1 HTS inh = blocks human ERAP1 aminopeptidase activity; recombinant ERAP1, Leu-AMC fluorescence, 60 min; inhibition, % at 10.7 µM; 0.15% of 340,000 active; AID 652197;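 active = mean replicate inhibition of at least 30%, or all replicates individually reaching that 30% level; inactive = mean below 30% and not every replicate reaching it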;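 note: 0% = neutral control wells and 100% = L-leucinethiol positive control wells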
Target sequence (Q9NZ08 whole entry, looked up): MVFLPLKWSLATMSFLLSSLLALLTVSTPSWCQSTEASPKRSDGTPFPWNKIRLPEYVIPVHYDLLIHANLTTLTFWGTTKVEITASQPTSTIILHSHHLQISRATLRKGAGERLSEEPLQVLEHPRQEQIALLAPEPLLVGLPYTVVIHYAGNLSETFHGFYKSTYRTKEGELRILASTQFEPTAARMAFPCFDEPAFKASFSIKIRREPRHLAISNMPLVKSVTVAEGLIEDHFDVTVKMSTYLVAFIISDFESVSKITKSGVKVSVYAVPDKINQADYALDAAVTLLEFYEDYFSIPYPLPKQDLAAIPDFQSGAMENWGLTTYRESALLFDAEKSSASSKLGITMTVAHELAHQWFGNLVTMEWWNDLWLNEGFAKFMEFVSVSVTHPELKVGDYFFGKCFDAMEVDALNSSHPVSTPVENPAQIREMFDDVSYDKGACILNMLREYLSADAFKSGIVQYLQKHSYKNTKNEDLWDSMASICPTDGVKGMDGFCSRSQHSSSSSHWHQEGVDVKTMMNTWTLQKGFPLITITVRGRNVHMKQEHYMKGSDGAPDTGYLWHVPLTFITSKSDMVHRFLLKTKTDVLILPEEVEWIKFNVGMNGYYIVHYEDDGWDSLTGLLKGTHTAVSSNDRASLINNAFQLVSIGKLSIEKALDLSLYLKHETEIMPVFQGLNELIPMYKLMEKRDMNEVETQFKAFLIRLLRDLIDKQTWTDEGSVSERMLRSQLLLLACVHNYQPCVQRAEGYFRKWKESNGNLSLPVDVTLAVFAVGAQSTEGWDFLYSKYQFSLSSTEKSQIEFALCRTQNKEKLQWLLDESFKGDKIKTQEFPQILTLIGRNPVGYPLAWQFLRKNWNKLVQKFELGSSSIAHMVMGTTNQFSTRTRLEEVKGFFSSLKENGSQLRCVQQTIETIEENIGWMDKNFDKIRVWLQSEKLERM
Xi reactivation = activators of X-chromosome reactivation in mouse fibroblasts. XiGFP mouse fibroblasts, % GFP-positive cells imaging, 3 d; cells co-treated with 5-aza-dC sensitizer; scaled so ellipticine positive control = 100%. activation, % at 7.58 µM. 0.055% of 360,000 active;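 active = mean normalized replicate activation at least 10% and every replicate at or above 10%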;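 note: 0% = median of on-plate neutral control wells and 100% = ellipticine 6 µM median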
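Schedule: 3 d treatment, 15 min room-temperature fixation; system: 68-5-11 XiGFP fibroblast line; buffer or medium: DMEM plus 5-aza-dC sensitizer; control set: ellipticine 6 µM positive control; compound: one concentration, pinned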
ARNT TACC3 PPI = disruptors of human ARNT/TACC3 interaction; Q9Y6A5; AlphaScreen His-ARNT PAS-B/GST-TACC3 binding, luminescence; TACC3 fragment carries E629A point mutation; inhibition, % at 9.99 µM; 0.66% of 390,000 active;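 active = mean inhibition of replicates at least 50% and at least half of replicates each reaching 50%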;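 note: 0% = complete ARNT plus TACC3 wells and 100% = ARNT alone without TACC3; many hits fall short of the cut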
CFTR F508del cor = CFTR F508del correction in bronchial cells; CFBE cells, YFP halide quenching; stimulated with forskolin plus potentiator P3; % fluorescence drop versus neutral controls; activity (quench increase), % at 7.58 µM; 0.36% of 350,000 active;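 active = mean added fluorescence quench of at least 8% versus neutral control, with both replicates also reaching 8%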;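 note: cells transiently co-express mutant CFTR-F508del with the halide-sensitive YFP; corrector assay measuring rescue of mutant channel to the surface after 24 h compound exposure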
RAD54 branch = blocks human RAD54 Holliday junction branch migration; Q92698; FAM/BHQ fluorescence; inhibition, % at 10.4 µM; 0.14% of 360,000 active;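 active = mean normalized replicate activity at least 40 and at least half of replicates scoring 40 or more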;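 note: 0% = median of neutral control wells and 100% = median of positive control wells; inhibitors cause a drop in the FAM fluorescence signal; in these data hits start at about 50%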
GSIS activator = primary screen for activators of insulin secretion dependent on glucose, INS-1E cells, GLuc reporter luminescence | activation, % at 16.6 µM | INS-1E GLuc reporter insulin secretion, 2-3 h | 0.61% of 370,000 active;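 active = lowest replicate activation of at least 40%, so every replicate reaches that level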;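 note: 0% = median of neutral control wells and 100% = median of IBMX positive control wells; some compounds called inactive have numbers as strong as hits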
RAD52 inh = inhibitors of human RAD52 DNA annealing | P43351 | recombinant RAD52 DNA annealing, FRET fluorescence | inhibition, % at 18.7 µM | 0.46% of 360,000 active | AID 651710;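 active = every replicate showing at least 50% inhibition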
esBAF inh = blocks esBAF chromatin remodeling in mouse ES cells | Bmi1-luciferase knock-in reporter, 24 h; 100% = twice the neutral-well signal | reporter increase, % at 12.5 µM | 2% of 350,000 active | AID 602393; in the data active = activation above about 40%;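 note: 0% = median of the plate's neutral control wells and 100% = double that signal; a rise in the Bmi1 reporter signal indicates esBAF inhibition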
* = called active by the depositor; / = no result given.

Values in the order – ERAP1 HTS inh | Xi reactivation | ARNT TACC3 PPI | CFTR F508del cor | RAD54 branch | GSIS activator | RAD52 inh | esBAF inh
- O=C(NC1CCCCC1)N[C@H]1CC[C@H](CC(=O)N2CCOCC2)O[C@@H]1CO
    -5 | 0.0 | -6 | 0.9 | -8 | 5 | 2 | -7
- COC(=O)[C@]1(Cc2ccccc2)N[C@H](CN(C)S(=O)(=O)c2ccc(C(C)(C)C)cc2)[C@@H]2C(=O)N(C)C(=O)[C@@H]21
    -2 | 0.3 | -4 | 0.5 | -12 | -20 | -6 | 0
- COc1ccc(C(C)(NC(C)=O)c2nc(-c3cccc(NC(C)=O)c3)cs2)cc1 (centres undefined)
    1 | 0.2 | / | -1.1 | 5 | 3 | -18 | -8
- Cc1ccc(N(Cc2ccccc2)C(=O)CN2C(=O)NC3(CCCC3)C2=O)cc1
    -3 | 0.2 | -6 | 0.1 | -6 | -16 | 1 | 10
- COc1ccccc1NC(=O)N1CCN(c2ccc3nncn3n2)CC1
    5 | 0.0 | -10 | -1.5 | -1 | 32 | -4 | -10
- CC(C)C(=O)Nc1ccc(C(=O)NNC(=O)CCCOc2ccc(Cl)cc2Cl)cc1
    / | / | 4 | / | -2 | -5 | / | 5
- C[C@H]1CN([C@@H](C)CO)C(=O)c2cc(C#CCN(C)C)cnc2O[C@H]1CN(C)S(=O)(=O)c1cn(C)cn1
    1 | -1.7 | -18 | -2.5 | 10 | 20 | -7 | -6
- Cc1noc(C)c1S(=O)(=O)Nc1cccc2c1O[C@@H](CN(C)Cc1ccc(Cl)c(Cl)c1)[C@@H](C)CN([C@H](C)CO)C2=O
    0 | 0.0 | 3 | -0.3 | -6 | -3 | -3 | -8
- CCCCC1=CC2=CC(=O)C(C)(OC(=O)CC)C(=O)C2=CN1C(CO)CO (centres undefined)
    5 | 0.0 | -1 | -1.8 | -4 | 15 | -15 | -1
- COc1ccc(NC(=O)N2CCCCN3[C@H](CO)[C@H](c4ccc(C#Cc5ccccn5)cc4)[C@H]3C2)cc1
    0 | 0.0 | 26 | 1.3 | 42 | -18 | 66* | 4
- Cn1ncc2c(=O)[nH]cnc21
    0 | 0.1 | -3 | 1.4 | / | -3 | -10 | /
- CCOC(=O)C(=O)N1CCC(C(=O)OC)CC1
    4 | 0.2 | -9 | -2.7 | / | 0 | -14 | /
- Cc1ccccc1N1CCN(S(=O)(=O)C[C@]23CCC(CC2NC(=O)[C@@H](N)CCS(C)(=O)=O)C3(C)C)CC1 (some centres undefined)
    -4 | -0.1 | -6 | -1.7 | 5 | -16 | 20 | 5
- Cc1cc(=O)oc2cc(OCC(=O)NC3CC(C)(C)NC(C)(C)C3)c(Cl)cc12
    -2 | -0.1 | 3 | -1.3 | 33 | 6 | 2 | -4
- CN(C)c1ccc(C(=N)Cc2ccc3ccccc3n2)cc1
    -3 | 0.1 | / | 1.3 | / | / | -11 | /

Shown as a hit in RAD52 inh (from the list above):
smiles	ERAP1 HTS inh	ARNT TACC3 PPI	CFTR F508del cor	GSIS activator	RAD52 inh	esBAF inh
COc1ccc(NC(=O)N2CCCCN3[C@H](CO)[C@H](c4ccc(C#Cc5ccccn5)cc4)[C@H]3C2)cc1	0	26	1.3	-18	66*	4

(cont.)
Values in the order – ERAP1 HTS inh | Xi reactivation | ARNT TACC3 PPI | CFTR F508del cor | RAD54 branch | GSIS activator | RAD52 inh | esBAF inh
- CCCC(=O)N1CC2(CCN(Cc3nccs3)CC2)c2c([nH]c3cc(OC)ccc23)[C@H]1CO
    2 | 0.2 | / | 2.5 | / | -8 | 8 | /
- COC(=O)C1=C(C)N(C)C(=NCC2CC2)NC1c1ccc(F)cc1 (centres undefined)
    -3 | 0.0 | / | -3.5 | / | -5 | -28 | /
- CO[C@H]1CC[C@H]2CCN(C)C(=O)CCCN(C)C(=O)c3cc(C#N)ccc3OC[C@H]1O2
    0 | 0.0 | -1 | / | -2 | 1 | -6 | -5
- Nc1nc(NCCCN2CCOCC2)nc(Nc2ccc(Cl)cc2)c1[N+](=O)[O-]
    -1 | 0.0 | / | -4.4 | 4 | 20 | 4 | /
- C[C@H]1CN([C@@H](C)CO)C(=O)c2cc(C3=CCCC3)cnc2O[C@@H]1CN(C)Cc1ccc(F)cc1
    -1 | 0.0 | 11 | 3.6 | -21 | 0 | 11 | -1
- COCC#Cc1ccc([C@@H]2[C@H]3CN(C(=O)c4cccnc4)CC(=O)N3[C@H]2CO)cc1
    -2 | 0.3 | / | 1.1 | / | 5 | 5 | /
- COCCN(C(=S)Nc1ccc(C)cc1C)C(C)c1cccs1 (centres undefined)
    / | 0.2 | 8 | -1.2 | / | 8 | -5 | 5
- CC(C)(C)c1cc[n+](-c2nc([O-])sc2C=O)cc1
    6 | -0.1 | / | 3.1 | / | 3 | -3 | /
- Cc1ccc(S(=O)(=O)N2CCOCC2)cc1C(=O)NC1=NCCS1
    0 | 2.0 | 1 | -3.7 | -11 | 10 | -9 | 2
- CC(Sc1nnnn1C1CC1)C(=O)Nc1cccc(S(=O)(=O)N2CCOCC2)c1 (centres undefined)
    1 | 0.0 | -7 | -5.0 | -1 | 19 | 0 | -6
- Cc1ccc(Cl)cc1N1CCN(C(c2ccc(C#N)cc2)c2nnnn2C2CCCC2)CC1 (centres undefined)
    / | / | -24 | / | -5 | 4 | / | -11
- Cc1ccc(CNC(=O)C2CC=CCC2C(=O)O)cc1 (centres undefined)
    -2 | 0.2 | -29 | 2.5 | -4 | 5 | -3 | 0
- CN(C(=O)COC(=O)/C=C/c1ccc(S(=O)(=O)N2CCc3ccccc32)cc1)C1CCS(=O)(=O)C1 (centres undefined)
    -3 | 0.1 | / | 0.3 | 8 | 8 | -3 | /
- C/C(=N\NC(=O)Cc1c(C)[nH][nH]c1=O)c1cccc(Br)c1
    3 | -0.1 | -1 | 0.2 | / | 0 | 1 | /
- COCCN1C(=O)CCC1(C)c1nnnn1Cc1ccccc1 (centres undefined)
    13 | -0.1 | / | -2.5 | / | -3 | -12 | /
- COc1ccc(/C=N/Nc2nncn2N)cc1Br
    0 | 0.2 | 55* | -2.2 | -8 | -17 | 5 | -3
- OC1(c2cccs2)CN(c2ccc(Cl)cc2)C2=[N+]1CCCS2 (centres undefined)
    1 | -0.2 | -5 | 0.5 | / | 1 | 2 | /
- CCN1C(=O)NC2C1N(S(C)(=O)=O)CCN2S(C)(=O)=O (centres undefined)
    0 | / | 5 | / | -21 | -4 | 5 | -3
- O=C(Cn1ccc(NC(=O)OCc2ccccc2)nc1=O)NCCN1CCOCC1
    -1 | 0.0 | 4 | 0.0 | 7 | 26 | -11 | -1
- CN(c1ccccc1)S(=O)(=O)c1cc(C(=O)OCC(N)=O)ccc1Cl
    12 | -0.1 | 4 | -0.9 | / | 18 | -2 | /
- CO/C(N)=C(\C#N)N=Cc1ccccc1Cl
    0 | 0.2 | 1 | -0.5 | / | 0 | -15 | /
- O=C(Nc1ccccc1)Nc1ccc(Cl)c([N+](=O)[O-])c1
    -16 | -0.1 | -2 | 0.6 | / | -18 | 4 | /
- C[C@@H](c1ccccc1)N1C[C@@H](COCc2ccccc2)Oc2cc(N3CC[C@@H](O)C3)ccc2S1(=O)=O
    1 | 0.0 | / | 3.1 | / | 5 | -17 | /
- Cc1cccc(C)c1OCc1cc(C(=O)N(Cc2nccn2C)C(C)C)no1
    0 | 0.0 | 3 | 0.5 | -2 | 1 | -8 | 7
- OC[C@@H]1[C@H]2c3ccccc3NC[C@H]2N1Cc1ccccc1Cl
    -1 | 0.0 | 0 | 2.3 | -4 | 12 | -2 | 5
- COc1ccc(S(=O)(=O)NCC(c2ccco2)N2CCc3ccccc3C2)cc1 (centres undefined)
    -1 | -0.3 | 2 | 0.8 | 5 | -18 | -24 | 5
- O=C(COC(=O)/C=C/c1ccc(S(=O)(=O)N2CCCCCC2)cc1)NCc1ccccc1Cl
    0 | 0.5 | -9 | / | / | 4 | -6 | /
- N#Cc1ccccc1OCC(=O)OCC(=O)N1CCCC1
    -4 | 0.0 | -3 | -1.4 | -9 | 7 | -11 | 1
- COc1ccc(NC(C)=O)cc1S(=O)(=O)N1CCN(C/C=C/c2ccccc2)CC1
    -1 | 0.0 | -5 | -5.7 | / | 8 | 1 | -4
- CC(C)=C1SC(N2CCN(c3cccc(C)c3)CC2)=NC1=O
    2 | / | 0 | / | -1 | 2 | -5 | -1
- CCC(=O)Nc1ccc2c(c1)C(=O)N(C)C[C@@H](OC)[C@H](C)CN[C@H](C)CO2
    1 | 0.4 | 1 | -0.9 | -5 | 17 | 0 | 4
- O=C(Cc1cccnc1)N1CC2(C1)[C@@H](c1ccccc1)[C@@H](CO)N2C(=O)C1CCC1
    -3 | 0.1 | / | -5.2 | / | -9 | -4 | /
- CCNC(=O)[C@@H]1[C@@H](CO)[C@@H]2Cn3c(ccc(-c4ccccc4)c3=O)[C@@H]2N1C(=O)Cc1cccnc1
    1 | 0.5 | 1 | -0.7 | -5 | 8 | 6 | 2
- O=S(=O)(Cc1ccccc1)N1CCCCN2[C@H](C1)[C@H](c1ccc(-c3ccc(F)cc3)cc1)[C@@H]2CO
    2 | 0.0 | -3 | -0.4 | 0 | -24 | -14 | 3
- COCC(=O)Nc1c(C(=O)Nc2ccc3c(c2)OCO3)oc2ccccc12
    -2 | -0.1 | -1 | -0.1 | -12 | 4 | -5 | 63*
- O=C(CCC(=O)NC1CCCCC1)Nc1cccnc1
    -2 | 0.0 | -13 | 2.9 | -3 | 3 | 8 | -15
- O=C(C1CCOCC1)N1[C@H](CO)[C@@H]2c3ccccc3NC[C@@H]21
    / | 0.1 | -9 | -1.2 | 10 | 10 | -17 | 3
- COc1ccc(S(=O)(=O)N2CCC3(CC2)OCCN3S(=O)(=O)c2cccs2)cc1
    -4 | 0.5 | -4 | 1.3 | -4 | -7 | -17 | 10
- CCc1c(C)nc(SCC(=O)Nc2c(C)n(C)n(-c3ccccc3)c2=O)[nH]c1=O
    / | / | -3 | / | -11 | 15 | / | -4
- COc1ccc(NC(=O)CSc2nc3ccccc3n2-c2ccccc2)c([N+](=O)[O-])c1
    -1 | 0.1 | 0 | -0.2 | / | 4 | -3 | /
- COc1ccc(S(=O)(=O)N2CCCCCC2)cc1NC(=O)CN1C(=O)NC(C)(c2ccccc2)C1=O (centres undefined)
    1 | 0.2 | 2 | -0.6 | -6 | -12 | -16 | 2

Gathered by group, the compounds so far containing two or more sulfur atoms.
Values in the order – ERAP1 HTS inh | Xi reactivation | ARNT TACC3 PPI | CFTR F508del cor | RAD54 branch | GSIS activator | RAD52 inh | esBAF inh
- Cc1ccccc1N1CCN(S(=O)(=O)C[C@]23CCC(CC2NC(=O)[C@@H](N)CCS(C)(=O)=O)C3(C)C)CC1 (some centres undefined)
    -4 | -0.1 | -6 | -1.7 | 5 | -16 | 20 | 5
- COCCN(C(=S)Nc1ccc(C)cc1C)C(C)c1cccs1 (centres undefined)
    / | 0.2 | 8 | -1.2 | / | 8 | -5 | 5
- Cc1ccc(S(=O)(=O)N2CCOCC2)cc1C(=O)NC1=NCCS1
    0 | 2.0 | 1 | -3.7 | -11 | 10 | -9 | 2
- CC(Sc1nnnn1C1CC1)C(=O)Nc1cccc(S(=O)(=O)N2CCOCC2)c1 (centres undefined)
    1 | 0.0 | -7 | -5.0 | -1 | 19 | 0 | -6
- CN(C(=O)COC(=O)/C=C/c1ccc(S(=O)(=O)N2CCc3ccccc32)cc1)C1CCS(=O)(=O)C1 (centres undefined)
    -3 | 0.1 | / | 0.3 | 8 | 8 | -3 | /
- OC1(c2cccs2)CN(c2ccc(Cl)cc2)C2=[N+]1CCCS2 (centres undefined)
    1 | -0.2 | -5 | 0.5 | / | 1 | 2 | /
- CCN1C(=O)NC2C1N(S(C)(=O)=O)CCN2S(C)(=O)=O (centres undefined)
    0 | / | 5 | / | -21 | -4 | 5 | -3
- COc1ccc(S(=O)(=O)N2CCC3(CC2)OCCN3S(=O)(=O)c2cccs2)cc1
    -4 | 0.5 | -4 | 1.3 | -4 | -7 | -17 | 10
